Assay outcomes deposited in PubChem by several laboratories.
Anthrax LF inh2: inhibitors of Bacillus anthracis lethal factor protease; multiplex microsphere protease cleavage assay, LF; inhibition, % at 10 µM; actives 0.12% (n = 360,000); AID 588501; also: plate controls were buffer without enzyme for full effect and enzyme alone for no effect
Target sequence (P15917 whole entry, looked up): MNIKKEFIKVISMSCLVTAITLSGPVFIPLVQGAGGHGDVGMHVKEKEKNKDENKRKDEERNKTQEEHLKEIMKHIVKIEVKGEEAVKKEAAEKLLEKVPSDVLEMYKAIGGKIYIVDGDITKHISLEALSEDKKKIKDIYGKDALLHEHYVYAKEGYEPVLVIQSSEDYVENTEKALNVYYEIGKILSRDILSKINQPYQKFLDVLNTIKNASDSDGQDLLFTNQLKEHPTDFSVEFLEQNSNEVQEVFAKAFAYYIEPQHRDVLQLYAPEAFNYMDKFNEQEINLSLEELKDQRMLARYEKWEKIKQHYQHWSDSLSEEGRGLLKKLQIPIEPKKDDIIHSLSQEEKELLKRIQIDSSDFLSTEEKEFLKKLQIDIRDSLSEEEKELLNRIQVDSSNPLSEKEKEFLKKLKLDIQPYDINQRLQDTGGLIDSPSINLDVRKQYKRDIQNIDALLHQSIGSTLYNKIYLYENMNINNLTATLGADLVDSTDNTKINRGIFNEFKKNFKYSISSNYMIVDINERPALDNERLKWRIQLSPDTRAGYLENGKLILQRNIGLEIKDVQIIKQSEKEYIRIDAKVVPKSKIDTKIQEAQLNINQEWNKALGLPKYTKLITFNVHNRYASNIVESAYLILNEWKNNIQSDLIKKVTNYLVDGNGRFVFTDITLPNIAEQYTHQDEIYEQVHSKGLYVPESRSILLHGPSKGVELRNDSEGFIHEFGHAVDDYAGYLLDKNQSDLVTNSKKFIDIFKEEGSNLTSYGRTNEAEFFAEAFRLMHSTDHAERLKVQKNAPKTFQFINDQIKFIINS
PfHsp40 yeast: restores yeast growth despite PfHsp40 toxicity | AID 504582 | actives 0.68% (n = 340,000) | S. cerevisiae expressing PfHsp40, growth rescue, ATP luminescence | growth rescue, % at 12.5 µM; in the data active = growth rescue above about 28%, passing the limit was not always enough; inconclusive = no clear call, values can overlap the other calls;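 also: yeast W303a lacking pdr1 and pdr3 grown in galactose medium; growth measured after three days at 30 °C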
Y pestis TopoI: blocks Yersinia pestis topoisomerase I activity; actives 0.064% (n = 360,000); activity, % at 10 µM; AID 504884; Y. pestis Topo-I cleavage product accumulation, plate reader; in the data active = activity above about 50%, passing the limit was not always enough; inconclusive = no clear call, values can overlap the other calls; also: inactives centre near 2
BoNT F protease: inhibitors of Botulinum neurotoxin F light chain protease. Multiplex microsphere protease cleavage assay, flow cytometry. inhibition, % at 10 µM. actives 0.22% (n = 360,000). AID 588497; in the data active = inhibition above about 35%, passing the limit was not always enough; inconclusive = no clear call, values can overlap the other calls; also: plate controls were buffer without enzyme for full effect and enzyme alone for no effect
FadD28 binding: M. tuberculosis FadD28 bisubstrate binding inhibition. inhibition, % at 12.5 µM. actives 0.22% (n = 360,000). AID 588549. FadD28 bisubstrate probe binding, fluorescence polarization; in the data active = inhibition above about 8.5%, passing the limit was not always enough; inconclusive = no clear call, values can overlap the other calls
BoNT A protease: inhibitors of Botulinum neurotoxin A light chain protease | AID 588499 | multiplex microsphere protease substrate cleavage, flow cytometry | actives 0.17% (n = 360,000) | inhibition, % at 10 µM; also: plate controls were buffer without enzyme for full effect and enzyme alone for no effect
TcdB GH inh: TcdB glycohydrolase inhibition; TcdB glycohydrolase enzymatic assay, plate reader; inhibition, % at 9.99 µM; actives 0.24% (n = 350,000); AID 652162; in the data active = inhibition above about 10%
PrPC surface inh: inhibitors of human cell surface prion protein PrPC; P04156; TR-FRET read-out; inhibition, % at 13.8 µM; actives 0.43% (n = 370,000); AID 720596; in the data active = inhibition above about 24%; also: 0% = median of the test wells and 100% = reference compound wells
CCHFV vOTU inh: CCHFV vOTU protease inhibition; Pep-AMC fluorescence; inhibition, % at 11.5 µM; actives 0.55% (n = 370,000); AID 651958; in the data active = inhibition above about 30%; also: 0% = vehicle wells with enzyme and 100% = no enzyme wells
* = called active by the depositor. Rule as the data show it, unless noted: active = inhibition above about 30%; inconclusive = no clear call, values can overlap the other calls; inactive = below that.

Screening COc1cc(Nc2nc3ccccc3n3nnnc23)cc(OC)c1OC returned Anthrax LF inh2 -3, PfHsp40 yeast 0.1, Y pestis TopoI -6, BoNT F protease -8, FadD28 binding -2.1, BoNT A protease -0.3, TcdB GH inh 1.6, PrPC surface inh -9 and CCHFV vOTU inh 6.
Screening CC(=O)Nc1ccc(S(=O)(=O)N[C@@H](C)C(=O)OCc2cc([N+](=O)[O-])cc3c2OCOC3)cc1 returned Anthrax LF inh2 -4, PfHsp40 yeast 0.2, Y pestis TopoI 6, BoNT F protease -4, FadD28 binding 0.1, BoNT A protease -0.1, TcdB GH inh 1.1, PrPC surface inh -8 and CCHFV vOTU inh -1.
For Fc1ccc(N2C(=S)SC(=Nc3ccccc3)C2=Nc2ccccc2)cc1 the results were Anthrax LF inh2 -6, PfHsp40 yeast 0.2, Y pestis TopoI 2, BoNT F protease -2, FadD28 binding -1.4, BoNT A protease 0.5, TcdB GH inh 0.5, PrPC surface inh -8 and CCHFV vOTU inh -2.
`CCOC(=O)C1CCN(C(=O)c2cccnc2Oc2ccccc2)CC1` gave Anthrax LF inh2 3, PfHsp40 yeast -1.5, Y pestis TopoI 7, BoNT F protease 2, FadD28 binding -3.5, BoNT A protease -0.9, TcdB GH inh -0.5, PrPC surface inh 7 and CCHFV vOTU inh 12.
CCOC(=O)C1(Cc2ccccc2C)CCCN(C(=O)c2cc(C3CC3)[nH]n2)C1 (stereo not given) was read as Anthrax LF inh2 0, PfHsp40 yeast -1.1, Y pestis TopoI 6, BoNT F protease 2, FadD28 binding -0.3, BoNT A protease -0.4, TcdB GH inh 7.6, PrPC surface inh -4 and CCHFV vOTU inh 13.
Screening CSCc1cc(N2CCOCC2)nc(SCc2ccc(Cl)cc2Cl)n1 returned Anthrax LF inh2 -5, PfHsp40 yeast 22, Y pestis TopoI 14, BoNT F protease -5, FadD28 binding -3.8, BoNT A protease -0.4, PrPC surface inh 4 and CCHFV vOTU inh -5.
`COc1cc(NS(=O)(=O)c2ccc(N=Cc3c(C)[nH]n(-c4ccccc4)c3=O)cc2)nc(OC)n1` gave Anthrax LF inh2 -2, PfHsp40 yeast 11, Y pestis TopoI 3, BoNT F protease 1, FadD28 binding -3.3, BoNT A protease 0.2, PrPC surface inh -4 and CCHFV vOTU inh 0.
CCN(C(=O)Cc1c(C(=O)O)n(CC)c2ccccc12)c1ccccc1C was read as Anthrax LF inh2 6, PfHsp40 yeast 0.3, Y pestis TopoI 6, BoNT F protease -8, FadD28 binding -3.0, BoNT A protease -3.2, TcdB GH inh 9.6, PrPC surface inh 16 and CCHFV vOTU inh 1.
For Cc1[nH]ccc(=O)c1OCc1c(Cl)cccc1Cl the results were Anthrax LF inh2 1, PfHsp40 yeast 0.4, Y pestis TopoI -2, BoNT F protease -11, FadD28 binding 0.7, BoNT A protease -0.1, PrPC surface inh -2 and CCHFV vOTU inh -10.
For O=C(CN1C(=O)c2ccccc2C1=O)NCc1ccccn1 the results were Anthrax LF inh2 -4, PfHsp40 yeast -1.3, Y pestis TopoI 1, BoNT F protease -20, FadD28 binding -2.5, BoNT A protease 0.3, PrPC surface inh 5 and CCHFV vOTU inh 4.
Screening CS(=O)(=O)N1CCC(C(=O)Nc2ccc(Cl)c(Cl)c2)CC1 returned Anthrax LF inh2 -14, PfHsp40 yeast 0.9, Y pestis TopoI -1, BoNT F protease -4, FadD28 binding -1.2, BoNT A protease -0.9, TcdB GH inh 0.5, PrPC surface inh -2 and CCHFV vOTU inh -9.
For Cc1cccc(OCC(O)Cn2c(-n3nc(C)cc3C)nc3c2c(=O)[nH]c(=O)n3C)c1 (stereo not given) the results were Anthrax LF inh2 3, PfHsp40 yeast 0.1, Y pestis TopoI -9, BoNT F protease 2, FadD28 binding -1.4, BoNT A protease 0.3, PrPC surface inh 0 and CCHFV vOTU inh 19.
`CC1CC(C)CN(CC(C)(C)NS(=O)(=O)c2ccc(Cl)cc2)C1` (stereo not given) gave Anthrax LF inh2 1, PfHsp40 yeast -0.6, Y pestis TopoI -4, BoNT F protease -31, FadD28 binding -0.4, BoNT A protease -0.9, PrPC surface inh -7 and CCHFV vOTU inh 13.
`CCOc1ccc(C(=O)NC(=S)NCCCN2CCOCC2)cc1` gave Anthrax LF inh2 0, PfHsp40 yeast -0.5, Y pestis TopoI 4, BoNT F protease 3, FadD28 binding -1.3, BoNT A protease -1.5, TcdB GH inh -1.6, PrPC surface inh -6 and CCHFV vOTU inh -5.
`Cc1ccc2c(CC(=O)NNC(=O)c3ccccc3O)coc2c1` gave Anthrax LF inh2 1, PfHsp40 yeast inconclusive, Y pestis TopoI -7, BoNT F protease inconclusive, FadD28 binding -0.6, BoNT A protease 3.3, TcdB GH inh 2.9, PrPC surface inh -5 and CCHFV vOTU inh -7.
For Cc1ccc(F)c(S(=O)(=O)NC(=O)C2(C)CCN2C(=O)CCc2cccs2)c1 (stereo not given) the results were Anthrax LF inh2 2, Y pestis TopoI 10, BoNT F protease -4, FadD28 binding -2.0, BoNT A protease 0.2, TcdB GH inh -0.8, PrPC surface inh -3 and CCHFV vOTU inh 3.
For CCOC(=O)C1(C)C=C(Nc2ccc(O)cc2)C(=O)N1c1ccc(O)cc1 (stereo not given) the results were Anthrax LF inh2 -1, PfHsp40 yeast -0.7, Y pestis TopoI -7, BoNT F protease -1, FadD28 binding -0.8, BoNT A protease -1.2, TcdB GH inh 2.4, PrPC surface inh -12 and CCHFV vOTU inh 91*.
`Cc1c(O)nc(SCC(=O)Nc2ccc3c4c(cccc24)CC3)n(-c2ccc(F)cc2)c1=O` gave Anthrax LF inh2 -2, PfHsp40 yeast 0.8, Y pestis TopoI 0, BoNT F protease -4, FadD28 binding -0.2, BoNT A protease 0.4, PrPC surface inh -4 and CCHFV vOTU inh -1.
`CCOC(=O)c1sc(-c2ccc(F)cc2)cc1NC(=O)Nc1ccccc1OC` gave Anthrax LF inh2 -1, PfHsp40 yeast -1.6, Y pestis TopoI -5, BoNT F protease -8, FadD28 binding 1.3, BoNT A protease 0.6, PrPC surface inh -4 and CCHFV vOTU inh 14.
For CN1CCN(C(=O)COc2ccc(S(=O)(=O)Nc3ccc(Cl)cc3)cc2)CC1 the results were Anthrax LF inh2 -4, Y pestis TopoI -11, BoNT F protease -2, FadD28 binding -1.6, BoNT A protease 0.3, TcdB GH inh -0.1, PrPC surface inh -4 and CCHFV vOTU inh -7.
Cc1cc(N=Cc2cc(Br)ccc2O)no1 was read as Anthrax LF inh2 -2, PfHsp40 yeast -0.6, Y pestis TopoI -6, BoNT F protease -4, FadD28 binding -4.0, BoNT A protease -0.5, TcdB GH inh 1.1, PrPC surface inh -2 and CCHFV vOTU inh -8.
N#C/C(=C\c1ccc(-c2ccc(C(=O)O)cc2)o1)c1nc2ccccc2[nH]1 was read as Anthrax LF inh2 -3, PfHsp40 yeast -1.0, Y pestis TopoI -3, BoNT F protease -3, FadD28 binding -0.4, BoNT A protease -0.5, TcdB GH inh -0.9, PrPC surface inh 5 and CCHFV vOTU inh -6.
Screening Cc1ccc(/C=C/C(=O)N2CCN(S(=O)(=O)c3ccc(C)c(C)c3)CC2)o1 returned Anthrax LF inh2 -2, PfHsp40 yeast -0.3, Y pestis TopoI -7, BoNT F protease 6, FadD28 binding -1.1, BoNT A protease 0.4, PrPC surface inh -5 and CCHFV vOTU inh 9.
Screening CC(=O)c1ccc(OCC(O)CN2CCN(S(=O)(=O)c3cccc(Br)c3)CC2)cc1 (stereo not given) returned Anthrax LF inh2 0, PfHsp40 yeast 26*, Y pestis TopoI -3, BoNT F protease -14, FadD28 binding -5.1, BoNT A protease 0.2, TcdB GH inh 0.4, PrPC surface inh 0 and CCHFV vOTU inh 10.
For O=C(NC(Cc1ccccc1)C(=O)O)OCc1ccccc1 (stereo not given) the results were Anthrax LF inh2 0, PfHsp40 yeast -0.1, Y pestis TopoI -6, BoNT F protease -5, FadD28 binding -0.9, BoNT A protease -0.5, PrPC surface inh 8 and CCHFV vOTU inh 14.
`CC[N+]1(CC)CC2=Cc3c(ccc4ccccc34)CC2C1` (stereo not given) gave Anthrax LF inh2 -7, PfHsp40 yeast -1.0, Y pestis TopoI 2, BoNT F protease -2, FadD28 binding -1.6, BoNT A protease 0.3, TcdB GH inh 0.0, PrPC surface inh -19 and CCHFV vOTU inh -25.
`CCN(C(=O)COc1ncnc2sccc12)c1ccccc1` gave Anthrax LF inh2 2, PfHsp40 yeast 0.9, Y pestis TopoI -11, BoNT F protease -1, FadD28 binding -4.4, BoNT A protease 0.5, TcdB GH inh 0.4, PrPC surface inh 10 and CCHFV vOTU inh -14.
For COc1ccc(N(CC(=O)NC2CCCC2)C(=O)CCC(=O)Nc2cc(C)on2)cc1 the results were Anthrax LF inh2 -1, PfHsp40 yeast 0.5, Y pestis TopoI 7, BoNT F protease 6, FadD28 binding -1.3, BoNT A protease 0.7, TcdB GH inh -0.2, PrPC surface inh -5 and CCHFV vOTU inh -10.
Screening O=C(Nc1ccccc1)NC1CCS(=O)(=O)C1 (stereo not given) returned Anthrax LF inh2 -2, PfHsp40 yeast 8.3, Y pestis TopoI 3, BoNT F protease -4, FadD28 binding -0.4, BoNT A protease -0.1, PrPC surface inh -5 and CCHFV vOTU inh -4.
CC1CCC(C(=O)NC(C(=O)NCCN2CCC(C)CC2)C(C)C)CC1 (stereo not given) was read as PfHsp40 yeast 46*, Y pestis TopoI 8, FadD28 binding 0.4, PrPC surface inh -1 and CCHFV vOTU inh -5.
`Cc1ccc(NC2SC(=O)N(CC(=O)O)C2=O)cc1` (stereo not given) gave Anthrax LF inh2 0, PfHsp40 yeast 0.8, Y pestis TopoI 7, BoNT F protease -1, FadD28 binding 0.6, BoNT A protease 0.5, PrPC surface inh 4 and CCHFV vOTU inh -9.
Screening CCc1ccc(C2CC(=O)N(c3cccc(F)c3)C3=C2C(=O)OC3)cc1 (stereo not given) returned Anthrax LF inh2 2, PfHsp40 yeast -1.2, Y pestis TopoI 0, BoNT F protease 5, FadD28 binding -2.8, BoNT A protease -0.5, TcdB GH inh 0.1, PrPC surface inh 5 and CCHFV vOTU inh -14.
`COc1ccccc1N(C)S(=O)(=O)c1ccc(C(=O)Nc2nnc(C)s2)cc1` gave Anthrax LF inh2 inconclusive, PfHsp40 yeast -0.3, Y pestis TopoI 4, BoNT F protease inconclusive, FadD28 binding -2.2, BoNT A protease inconclusive, TcdB GH inh -0.4, PrPC surface inh 0 and CCHFV vOTU inh 9.

Five neighbouring records out of the list so far, quoted:
For COc1ccc(N(CC(=O)NC2CCCC2)C(=O)CCC(=O)Nc2cc(C)on2)cc1 the results were Anthrax LF inh2 -1, PfHsp40 yeast 0.5, Y pestis TopoI 7, BoNT F protease 6, FadD28 binding -1.3, BoNT A protease 0.7, TcdB GH inh -0.2, PrPC surface inh -5 and CCHFV vOTU inh -10.
Screening O=C(Nc1ccccc1)NC1CCS(=O)(=O)C1 (stereo not given) returned Anthrax LF inh2 -2, PfHsp40 yeast 8.3, Y pestis TopoI 3, BoNT F protease -4, FadD28 binding -0.4, BoNT A protease -0.1, PrPC surface inh -5 and CCHFV vOTU inh -4.
CC1CCC(C(=O)NC(C(=O)NCCN2CCC(C)CC2)C(C)C)CC1 (stereo not given) was read as PfHsp40 yeast 46*, Y pestis TopoI 8, FadD28 binding 0.4, PrPC surface inh -1 and CCHFV vOTU inh -5.
`Cc1ccc(NC2SC(=O)N(CC(=O)O)C2=O)cc1` (stereo not given) gave Anthrax LF inh2 0, PfHsp40 yeast 0.8, Y pestis TopoI 7, BoNT F protease -1, FadD28 binding 0.6, BoNT A protease 0.5, PrPC surface inh 4 and CCHFV vOTU inh -9.
Screening CCc1ccc(C2CC(=O)N(c3cccc(F)c3)C3=C2C(=O)OC3)cc1 (stereo not given) returned Anthrax LF inh2 2, PfHsp40 yeast -1.2, Y pestis TopoI 0, BoNT F protease 5, FadD28 binding -2.8, BoNT A protease -0.5, TcdB GH inh 0.1, PrPC surface inh 5 and CCHFV vOTU inh -14.
